Compound activity as filed in PubChem.
Vif imaging = HIV Vif self-association inhibitors, primary screen, imaging, HEK293T, single point; HEK293T cells, Vif self-association by quenched fluorescence, 24 h; inhibition, % at 7.49 µM; 340,000 compounds, 0.35% hits; AID 602346, 2012; in the data active means inhibition above about 50%, passing the limit was not always enough; inconclusive means no clear call, values can overlap the other calls; inactive means below about 31%; further: some results filed as inactive read as strong as hits
PDI inh = inhibitors of human PDI, primary screen, biochemical, turbidity, single point, plate reader; PDI insulin aggregation turbidity, A650, 90 min; inhibition, % at 10 µM; 350,000 compounds, 0.052% hits; AID 588391, 2011;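 active means mean inhibition across replicates of 30% or more, whatever share of single replicates reach that level; inconclusive means mean inhibition below 30% while every single replicate reaches 30%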;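 further: absorbance from insulin aggregation driven by PDI reduction with DTT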
N-glyco inh = increase of ERlucT glycosylation luciferase signal, primary screen, N-linked glycosylation inhibitor project, D54 ERlucT cells, luminescence, set 2; AID 588692, 2011; D54 ERlucT glycosylation luciferase reporter, 24 h; percent of 100 nM tunicamycin response; 360,000 compounds, 0.23% hits; reporter increase, % at 12.5 µM;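 active means mean luciferase reporter signal, scaled so untreated is 0 and the glycosylation-blocking control 100, at or above a set limit in every replicate; inconclusive means mean reaches the limit but not every replicate does; inactive means mean below the limit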;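 further: luciferase carries N-glycosylation sites so blocking glycosylation raises the light; 0% = median of neutral control wells and 100% = median of 100 nM tunicamycin wells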
m5-HT2A agonist = mouse Htr2a agonists via beta-arrestin recruitment, primary screen, cell-based, luminescence | 5-hydroxytryptamine receptor 2A (Mus musculus), P35363 | CHO-K1 mHTR2A beta-arrestin complementation; percent of 30 µM serotonin response | activation, % at 7.6 µM | 360,000 compounds, 0.66% hits | AID 624169, 2012;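 active means activation above a run cutoff, the mean activation of all tested compounds plus 3 SD, cut at about 14% in these data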;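 further: 0% = plate median of compound wells and 100% = 30 µM serotonin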
CaV13 ICDI inh = Disruptors of the CACNA1D IQ motif to Ca2+-dependent inactivation inhibitor domain association, primary screening, Förster resonance energy transfer in intact living …; HEK cells, CFP/YFP FRET ICDI-IQ, plate reader, 10 min; percent FRET-ratio fall versus neutral wells; inhibition, % at 12.3 µM; 340,000 compounds, 0.098% hits; AID 743397;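 active means mean replicate inhibition of at least 30% and at least 1% of replicates passing that level; inconclusive means only one of the two criteria is met; inactive means neither criterion is met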;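 further: 0% = median of the neutral control wells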
aDG glyco act = activators of alpha-DG glycosylation, primary screen, uHTS, Pro5-aDG cells, AlphaScreen. activation, % at 10 µM. 360,000 compounds, 0.22% hits. alpha-DG glycosylation AlphaScreen (IIH6); 0% Pro5, 100% B10-LARGE cell signal;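 active means activation of at least 8% versus controls, or a plate z-score of at least 8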;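 further: Pro5 are CHO cells carrying HIG-tagged alpha-DG that lacks glycosylation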
ABCB6 inh MLPCN = ABCB6 transporter inhibitors, primary screen, K562-ABCB6 cells, flow cytometry, MLPCN library; fluorescence ratio to DMSO, % at 10 µM; K562-ABCB6 porphyrin accumulation, 1 h; active compounds read low; 360,000 compounds, 0.19% hits;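 active means fluorescence ratio to DMSO below 75%, the collection mean minus 3 SD; inconclusive means too few cells collected in the well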;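 further: signal is porphyrin accumulated inside mitochondria; 100% equals median channel fluorescence of DMSO control wells; lower ratio means ABCB6 inhibition with less porphyrin fluorescence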
Target sequence (Q9NP58 whole entry, looked up): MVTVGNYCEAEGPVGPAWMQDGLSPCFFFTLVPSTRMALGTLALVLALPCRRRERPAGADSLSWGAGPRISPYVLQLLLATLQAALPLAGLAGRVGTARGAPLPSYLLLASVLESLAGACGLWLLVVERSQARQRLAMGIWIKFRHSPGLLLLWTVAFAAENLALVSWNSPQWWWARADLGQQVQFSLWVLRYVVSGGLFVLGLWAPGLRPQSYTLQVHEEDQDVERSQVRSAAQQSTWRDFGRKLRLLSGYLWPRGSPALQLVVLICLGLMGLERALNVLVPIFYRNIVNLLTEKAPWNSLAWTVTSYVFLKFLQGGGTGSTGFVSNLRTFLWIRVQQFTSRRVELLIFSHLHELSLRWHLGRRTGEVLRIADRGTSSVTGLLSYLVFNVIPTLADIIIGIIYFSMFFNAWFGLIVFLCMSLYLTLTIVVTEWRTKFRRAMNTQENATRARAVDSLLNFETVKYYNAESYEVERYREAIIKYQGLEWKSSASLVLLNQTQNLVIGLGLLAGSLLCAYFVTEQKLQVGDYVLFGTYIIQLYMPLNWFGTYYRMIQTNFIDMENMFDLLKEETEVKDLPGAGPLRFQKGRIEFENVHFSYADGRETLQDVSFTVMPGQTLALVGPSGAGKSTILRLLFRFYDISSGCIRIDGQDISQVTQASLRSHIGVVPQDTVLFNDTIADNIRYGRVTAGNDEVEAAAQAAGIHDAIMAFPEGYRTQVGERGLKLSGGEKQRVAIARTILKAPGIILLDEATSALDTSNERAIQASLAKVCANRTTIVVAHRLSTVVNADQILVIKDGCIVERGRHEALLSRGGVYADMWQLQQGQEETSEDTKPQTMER
hiPSC survival = enhancers of single-cell hiPSC survival, primary screen, ATPlite luminescence; 360,000 compounds, 0.044% hits; AID 602274, 2012; 100% = ROCK inhibitor wells, 0% = DMSO; survival enhancement, % at 20 µM; in the data active means survival enhancement above about 18%;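 further: cells exposed to compounds for 16 hours before the ATP read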
Exocytosis inh = LAMP-1 surface exposure blockers, TALL-104 cells – cell-based, flow cytometry, MLPCN library, primary screen. TALL-104 LAMP-1 surface exposure; cells stimulated with thapsigargin and PMA. inhibition, % at 10 µM. 360,000 compounds, 0.66% hits;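 active means inhibition above about 55%, limit read from the data; inconclusive means no clear call, values can overlap the other calls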
H9c2 protect = cardioprotection against H2O2-induced cell death, primary screen, uHTS, H9c2 cells, ATPLite luminescence; H9c2 cardiomyocytes, H2O2 injury protection, 2 h; protection from H2O2 cell death, % at 20 µM; 360,000 compounds, 0.63% hits;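 active means compounds giving at least 50% protection of heart cells from peroxide-induced death in the single-dose screen, raw or plate-pattern-corrected value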;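 further: 0% = DMSO wells with peroxide and 100% = DMSO wells without peroxide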
* marks the source's active call; other numbers are inactive results; ? = inconclusive; nt = not tested or not shown; & = joins results of further samples. These rows are one share of the data. The share of hits here may be higher or lower than overall.

SMILES,aDG glyco act,m5-HT2A agonist,N-glyco inh,ABCB6 inh MLPCN,hiPSC survival,Exocytosis inh,Vif imaging,PDI inh,H9c2 protect,CaV13 ICDI inh
NC1CCN(c2nc3c(cc2F)c(=O)c(C(=O)O)cn3-c2ccc(F)cc2F)C1 (centres undefined),-0.1,-2.0,0.3,97.0,-0.9,-0.9,-5.8,0.3,4.3,-4.9
CC12CCC(=O)C=C1CCC1C2CCC2(C)C1CCC2(O)C(=O)CO (centres undefined),0.0,3.5,4.5,98.0,-0.5,1.9,-0.5,-64.5,0.1,-4.9
C=CC[n+]1ccc(/C=C2\C=Cc3cc(C)ccc3N2CC)c2ccccc21,0.0,-3.9,?,316.0,-3.0,55.3,-26.9,-1.6,-27.9,nt
O=C(O)CCC(=O)c1ccc(-c2ccccc2)cc1,-0.2,9.2,2.0,100.0,-5.0,-3.0,-5.8,1.0,-2.3,-4.5
N#Cc1ccc(C(c2ccc(C#N)cc2)n2cncn2)cc1,-0.1,1.1,1.3,101.0,6.0,-0.2,-1.6,4.4,2.5,-4.9
CC(=O)CCCCn1c(=O)c2c(ncn2C)n(C)c1=O,0.0,1.1,-2.5,95.0,1.3,-3.3,6.6&-5.4,-9.4,11.9,-4.8
CC1(C)O[C@H]2CC(=O)OC[C@@]23C1CC(=O)[C@]1(C)C3CC[C@@]2(C)[C@H](c3ccoc3)OC(=O)[C@H]3O[C@]321 (some centres undefined),0.2,-2.8,4.7,99.0,1.9,-3.5,12.0,nt,0.4,nt
CC1(C)C2CC[C@]3(C)[C@H](C(=O)C=C4[C@@H]5C[C@@](C)(C(=O)O)CC[C@]5(C)CC[C@]43C)[C@@]2(C)CC[C@@H]1O[C@H]1O[C@H](C(=O)O)[C@@H](O)[C@H](O)[C@H]1O[C@@H]1O[C@H](C(=O)O)[C@@H](O)[C@H](O)[C@H]1O (some centres undefined),-0.2,-7.4,1.7,96.0,6.5,1.2,-11.1,3.1,5.1,-5.9
CCOC(=O)[C@H](CCc1ccccc1)N[C@@H](C)C(=O)N1Cc2ccccc2C[C@H]1C(=O)O,0.2,-5.2,0.4,95.0,0.9,-6.5,4.2,3.8,12.0,-5.1
Oc1cc2c(cc1O)[C@H]1c3ccc(O)c(O)c3OC[C@@]1(O)C2,0.4,8.5,-0.5,97.0,-2.2,-5.2,15.7,2.6,14.6,-2.0
CN(C)CCC[C@]1(c2ccc(F)cc2)OCc2cc(C#N)ccc21,0.2,-4.8,-0.8,100.0,4.1,-4.4,-3.1,3.4,-2.0,-4.7
C1COC(NC(C2CC2)C2CC2)=N1,-0.1,1.8,-0.4,98.0,-3.4,-6.6,7.3,1.3,20.7,-4.5
CN1CCCN=C1COC(=O)C(O)(c1ccccc1)C1CCCCC1 (centres undefined),-0.4,-1.1,-3.7,104.0,-0.9,0.0,5.9,-1.1,-10.0,-5.8
O=C(O)c1cccnc1Nc1cccc(C(F)(F)F)c1,0.1,4.2,-0.2,105.0,-0.1,1.1,-4.1,1.1,-3.8,-4.9
CCCCCC(=O)O[C@]1(C(C)=O)CC[C@H]2[C@@H]3CCC4=CC(=O)CC[C@]4(C)[C@H]3CC[C@@]21C,-0.1,1.9,-7.5,94.0,-3.5,8.4,2.5,4.7,26.4,-5.2
Oc1ccc2c(c1)OCC1(O)Cc3cc(O)c(O)cc3C21 (centres undefined),0.2,-3.1,0.1,123.0,-4.4,-2.1,-2.2,nt,2.4,nt
Cc1ccc(N(CC2=NCCN2)c2cccc(O)c2)cc1,0.0&0.1&0.0,-8.0&-6.8&-14.4,2.6&0.3&0.2,105.0&93.0&103.0,-2.4&-1.9&-0.6,-3.8&0.7&0.3,-2.7&-10.0&-3.0,-2.1&-3.7&-1.7,12.0&14.2&11.1,-5.8&-4.4&-4.7
Cc1ccc(=O)n(-c2ccccc2)c1,-0.1,-0.9,0.1,97.0,0.3,2.3,-1.7,-4.4,-2.9,-4.2
O=c1oc2c(O)c(O)cc3c(=O)oc4c(O)c(O)cc1c4c23,-0.1,-2.4,-0.2,94.0,0.6,9.9,-7.3,25.4,-10.0,nt
COc1cc(-c2oc3cc(O)cc(O)c3c(=O)c2O[C@@H]2O[C@H](COC3O[C@@H](C)[C@H](O)[C@@H](O)[C@H]3O)[C@@H](O)[C@H](O)[C@H]2O)ccc1O (some centres undefined),0.1,6.2,0.5,102.0,-1.2,-1.6,-0.5,55.6*,0.1,-6.1
COC(=O)C1=CO[C@@H](O[C@@H]2O[C@H](CO)[C@@H](O)[C@H](O)[C@H]2O)C2C1C[C@H](O)[C@@H]2C (some centres undefined),0.2,1.7,0.2,96.0,-2.7,-1.9,6.4,-4.7,9.8,-10.0
Cc1c(C(=O)O)c(O)cc2c1C(=O)c1c(O)c([C@@H]3O[C@H](CO)[C@@H](O)[C@H](O)[C@H]3O)c(O)c(O)c1C2=O,-0.2,-3.3,-4.0,91.0,-0.1,0.8,-3.0,2.1,0.9,-8.7
NOCC(=O)O,-0.2,-3.4,2.7,105.0,0.2,-4.0,-7.0,-4.7,-0.9,-4.3
COc1ccc(C2CNC(=O)C2)cc1OC1CCCC1 (centres undefined),1.1,5.5,0.9,99.0,-2.5,4.5,-3.7,-2.3,8.2,-5.4
CC(=O)Nc1ccc(CC(=O)O)cc1,0.3,-2.0,-1.0,91.0,0.9,3.7,9.6,0.0,2.1,-4.3
CCc1ccc(CCOc2ccc(CC3SC(=O)NC3=O)cc2)nc1 (centres undefined),3.0,-1.3,-1.3,97.0,0.3,-2.9,3.4,3.7,1.1,-5.6
C/C=C/C(=O)N(CC)c1ccccc1C,-0.2,0.3,-1.3,105.0,0.3,-2.9,-2.8,5.4,9.6,-4.6
CCCCNc1ccc(C(=O)OCCOCCOCCOCCOCCOCCOCCOCCOCCOC)cc1,0.1,1.7,2.7,92.0,1.0,-3.8,-6.4,1.5,-7.0,-5.1
COc1ccc(-c2cc(=O)c3c(O)cc(O[C@@H]4O[C@H](CO[C@@H]5O[C@@H](C)[C@H](O)[C@@H](O)[C@H]5O)[C@@H](O)[C@H](O)[C@H]4O)cc3o2)cc1O,0.0,1.4,1.0,100.0,-2.2,-4.4,-4.6,0.4,-7.5,-6.2
Cc1cncn1CCc1nc2c3ccccc3nc(SCC(=O)Nc3cccc(Cl)c3)n2n1,8.7*,-6.1,-3.1,97.0,-2.7,68.5*,-1.3,-7.2,-22.9,-5.2
C/C=C(/C)C(=O)OC(C)(C)[C@@H]1Cc2c(ccc3ccc(=O)oc23)O1,-0.1,-9.3,-0.1,97.0,2.5,-4.1,-0.1,4.8,-7.1,-6.9
COc1ccc(C[C@H]2COC(=O)[C@@H]2Cc2ccc(OC3OC(CO)C(O)C(O)C3O)c(OC)c2)cc1OC (some centres undefined),1.3,-1.9,0.9,99.0,-0.1,-3.1,-0.6,-2.7,-4.4,nt
NC(N)=O,-0.1,2.2,1.2,90.0,1.2,0.8,-5.8,2.6,5.3,nt
COc1cc([C@@H]2Oc3cc(C4Oc5cc(O)cc(O)c5C(=O)[C@H]4O)ccc3O[C@H]2CO)ccc1O (some centres undefined),0.1,6.2,2.7,88.0,2.0,23.8,-9.2,18.6,14.7,nt
CN(C)CCCC1(c2ccc(F)cc2)OCc2cc(C#N)ccc21 (centres undefined),0.1,-5.2,-3.0,97.0,-1.2,-0.7,-8.7,-3.4,9.0,-4.8
CC(C)=CCOc1c2ccoc2cc2oc(=O)ccc12,-0.2,0.8,-1.2,91.0,-0.9,3.0,-10.6,nt,3.3,nt
CNCCCN1c2ccccc2CCc2ccccc21,1.1,31.4*,1.0,97.0,-5.3,5.9,1.0&-1.9,5.6,11.4,-4.2
Cc1cccc2c1NC(=O)C2(c1ccc(O)cc1)c1ccc(O)cc1,0.7,6.5,3.2,111.0,0.9,-1.8,-23.2,-9.8,17.8,-3.5
CCC(NC(C)C)C(O)c1ccc(O)c2[nH]c(=O)ccc12 (centres undefined),0.3,0.5,1.6,94.0,-1.1,-6.3,36.9,-1.0,11.3,nt
CCCCNc1ccc(C(=O)OCCN(C)C)cc1,1.0,-0.8,-3.1,99.0,6.4,-1.8,-3.0,5.7,-4.9,-5.0

Three records picked at random from those above, as already listed:
SMILES,aDG glyco act,m5-HT2A agonist,N-glyco inh,ABCB6 inh MLPCN,hiPSC survival,Exocytosis inh,Vif imaging,PDI inh,H9c2 protect,CaV13 ICDI inh
COc1ccc(-c2cc(=O)c3c(O)cc(O[C@@H]4O[C@H](CO[C@@H]5O[C@@H](C)[C@H](O)[C@@H](O)[C@H]5O)[C@@H](O)[C@H](O)[C@H]4O)cc3o2)cc1O,0.0,1.4,1.0,100.0,-2.2,-4.4,-4.6,0.4,-7.5,-6.2
CCCCNc1ccc(C(=O)OCCOCCOCCOCCOCCOCCOCCOCCOCCOC)cc1,0.1,1.7,2.7,92.0,1.0,-3.8,-6.4,1.5,-7.0,-5.1
CCCCNc1ccc(C(=O)OCCN(C)C)cc1,1.0,-0.8,-3.1,99.0,6.4,-1.8,-3.0,5.7,-4.9,-5.0

The listing continues.
SMILES,aDG glyco act,m5-HT2A agonist,N-glyco inh,ABCB6 inh MLPCN,hiPSC survival,Exocytosis inh,Vif imaging,PDI inh,H9c2 protect,CaV13 ICDI inh
CCN(CC)CCOC(=O)c1ccc(N)cc1,0.1,1.5,-0.8,102.0,3.2,-9.1,-0.7,-13.4,-7.3,-5.4
COc1ccccc1N1CCN(CCCN=C2CC(=O)N(C)C(=O)N2C)CC1,0.1,6.1,0.1,104.0,0.2,-5.0,0.4,-0.5,9.2,-5.9
C[N+]1(C)CCC(=C(c2ccccc2)c2ccccc2)CC1,0.1,-8.5,0.0,100.0,1.6,0.1,?,-0.1,-7.4,-5.1
COc1ccc(-c2cc(=O)c3c(O)cc(OC4OC(COC5OC(C)C(O)C(O)C5O)C(O)C(O)C4O)cc3o2)cc1O (centres undefined),0.0,-1.4,0.3,102.0,1.5,5.3,-5.2,nt,0.3,nt
CC1Cc2ccccc2N1NC(=O)c1ccc(Cl)c(S(N)(=O)=O)c1 (centres undefined),0.0,-8.6,1.1,101.0,0.7,-1.6,-2.3,-2.0,16.7,-4.6
N[C@@H](Cc1c[nH]c2ccc(O)cc12)C(=O)O,-0.1,0.3,-1.1,97.0,-1.0,10.3,-0.5,-5.8,-8.8,-5.3
C=CC1CN2CCC1CC2C(O)c1ccnc2ccc(OC)cc12 (centres undefined),2.4,1.3,-2.6,109.0,-2.2,-7.5,-0.4,nt,-3.3,nt
